XIAP antagonists: XIAP antagonists, biochemical, IAP family, fluorescence polarization (AID 1018); E3 ubiquitin-protein ligase XIAP (Homo sapiens); XIAP BIR domain, fluorescence polarization peptide displacement; higher % means a stronger effect; 200,000 tested, 0.007% active; one-dose displacement, % at 20 µM; IC50 in µM for titrated hits; in the data active = displacement above about 50%; note: a part of the inactive calls stands beside numbers as strong as those of hits
TNAP activators: human TNAP enzyme activators, primary screen, biochemical, luminescent, no phosphate acceptor, uHTS (AID 1001); Alkaline phosphatase, tissue-nonspecific isozyme (Homo sapiens); purified TNAP, luminescent activation assay, no phosphate acceptor; higher activation fold means a stronger effect; activation fold at 20 µM, or EC50 in µM where a hit was titrated; 200,000 tested, 0.03% active; in the data active = activation fold from about 3, or a potency from the dose series; inactive = the rest, 99 in 100 with activation fold below about 1.6; note: many of its hits are not listed in these tables
PMI inhibitors: inhibitors of human PMI, primary screen, biochemical, fluorescence intensity, coupled assay (AID 1209); Mannose-6-phosphate isomerase (Homo sapiens); one-dose inhibition, % at 20 µM; IC50 in µM for titrated hits; 190,000 tested, 0.42% active; purified PMI enzyme, coupled fluorescence intensity; higher % means a stronger effect;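 note: plate controls were DMSO vehicle for no effect and wells lacking substrate for full effect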
M1AAP inhibition: P. falciparum M1AAP inhibitors, biochemical, fluorogenic H-Leu-NHMec substrate, 1536-well (AID 1445); Aminopeptidase N (Plasmodium falciparum (isolate 3D7)); 220,000 tested, 0.42% active; recombinant M1AAP, H-Leu-NHMec fluorogenic kinetic assay; higher % means a stronger effect; inhibition, % at 30 µM; hits with a dose series show IC50 in µM;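 active = primary inhibition above the hit cutoff, then over 50% inhibition at one or more dose response concentrations, cut at about 23% in these data, passing the limit was not always enough; inconclusive = conflicting primary data, or primary hits not chosen for dose response; inactive = low primary inhibition, or under 50% at every dose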;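 note: plate controls were DMSO full reaction for no effect and no enzyme background for full effect; strong numbers were not always called active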
P. falciparum M17LAP: P. falciparum M17LAP inhibitors, primary screen, biochemical, fluorogenic H-Leu-NHMec substrate, 1536-well (AID 1619) | Leucine aminopeptidase (Plasmodium falciparum (isolate 3D7)) | inhibition, % at 30 µM; hits with a dose series show IC50 in µM | recombinant M17LAP, H-Leu-NHMec fluorogenic kinetic assay; higher % means a stronger effect | 220,000 tested, 0.38% active;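 active = compound inhibiting the enzyme by more than half at any dose during confirmatory dose-response retesting; inconclusive = strong single-dose inhibitors picked by rank but not retested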;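 note: plate controls were full reaction with DMSO carrier for no effect and no enzyme background for full effect; strong numbers were not always called active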
LYP phosphatase: inhibitors of LYP phosphatase, biochemical, fluorescence intensity, uHTS (AID 1779). Tyrosine-protein phosphatase non-receptor type 22 (Homo sapiens). 290,000 tested, 0.054% active. recombinant LYP phosphatase, fluorescence intensity; higher % means a stronger effect. inhibition, % at 11.5 µM, or IC50 in µM where a hit was titrated;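 note: plate controls were vehicle with enzyme for no effect and no enzyme for full effect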
Myeloid diff MLP: induction of myeloid progenitor differentiation, primary screen, cell-based, flow cytometry, MLPCN library; ER-HoxA9 myeloid progenitors, lysozyme-GFP differentiation; calls only at 10 µM; 360,000 tested, 1% active;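 active = normalized GFP-positive differentiation at or above the plate's own cutoff, the solvent-only control mean plus 3 SD; inconclusive = no clear call, values can overlap the other calls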;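 note: cells exposed to compound for four days before flow analysis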
ER stress rescue: rescue of cells from ER stress-induced death, primary screen, 384-well, CSM14.1, thapsigargin, ATP luminescence (AID 1222). CSM14.1 thapsigargin-induced death rescue, ATP luminescence; higher % means a stronger effect. cellular ATP content (survival), % at 20 µM; hits with a dose series show EC50 in µM. 190,000 tested, under 10 active;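 active = EC50 below 50 µM in the dose-response confirmation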;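 note: death triggered by thapsigargin at about 15 µM added after 2 h compound pretreatment; cell ATP read after overnight thapsigargin exposure of roughly 18 to 22 hours; normalized against plate controls of thapsigargin alone and 5% DMSO vehicle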
human PMI inhibitors: human PMI inhibitors, high substrate, primary screen, biochemical, fluorescence intensity, high mannose 6-phosphate (AID 1220); recombinant PMI enzyme, coupled fluorescence intensity; higher % means a stronger effect; inhibition, % at 20 µM, or IC50 in µM where a hit was titrated; 190,000 tested, 0.66% active
Myeloid diff MLP GFP+ MAC1+ %: further read-out of Myeloid diff MLP, marked with its call; GFP+ MAC1+ double positive, %; measured here: differentiation confirmed by MAC1 staining
* hit, by the source's call; i = inactive; ? = inconclusive; / = not tested or not shown; + = active, no number. Cut-off read from the data, not from the text of the source, unless noted: active = inhibition above about 50%; inactive = the rest.

SMILES	XIAP antagonists	TNAP activators	PMI inhibitors	M1AAP inhibition	P. falciparum M17LAP	LYP phosphatase	Myeloid diff MLP	Myeloid diff MLP GFP+ MAC1+ %	ER stress rescue	human PMI inhibitors
Cc1nc(C)c(C(=O)C2=C(O)C(=O)N(CCN3CCOCC3)C2c2ccco2)s1 (stereo not drawn)	-0.5%	1.1	-14.2%	3.4%	14.8%	-1.6%	i	0.7	/	-32.2%
CCCCn1c(SCC(=O)N2CC(C)CC(C)C2)nc2cc(S(N)(=O)=O)ccc21 (stereo not drawn)	-4.4%	0.9	-9.1%	6.4%	-4.8%	1.3%	i	5.5	2.2%	-8.4%
CSc1nc(N(C)NC(=O)c2ccc(F)cc2)c2ccccc2n1	-1.6%	1.1	18.3%	2.0%	-1.1%	1.0%	?	/	-2.1%	13.8%
CCOC(=O)c1c(C)[nH]c(C(=O)OCC(=O)N2CCc3ccccc32)c1C	-10.0%	1.1	0.1%	2.6%	-11.1%	1.2%	i	0.7	3.3%	9.7%
O=C1c2ccccc2S(=O)(=O)N1CCOc1ccc(F)cc1	-2.3%	1.1	6.3%	4.3%	3.5%	-6.0%	i	1.1	-1.5%	9.8%
C=C1C(=O)C=C2CN(C(=O)c3ccccc3)[C@@](Cc3ccc(F)cc3)(C(=O)OC)[C@@H]12	-5.4%	1.1	-4.2%	7.2%	1.7%	-2.1%	+	29.4*	-8.4%	-8.5%
CC(=O)Nc1ccc(S(=O)(=O)N2CCN(Cc3ccccc3[N+](=O)[O-])CC2)cc1	-3.7%	1.2	2.0%	1.7%	-4.1%	-2.7%	i	0.3	0.8%	1.1%
C#Cc1ccc([C@@H]2C=C(C(=O)NCc3ccccc3)O[C@H](OCC)[C@H]2CCCO)cc1	-4.5%	1	14.6%	0.9%	-5.7%	-3.2%	i	2.6	8.1%	9.2%
O=C(Nc1cccc2ccccc12)C1CCN(C(=O)Cc2ccccc2)CC1	-2.2%	1.1	-8.0%	0.1%	14.4%	-6.0%	/	/	-2.7%	-1.3%
CCN(C(=O)CSC1=Nc2ccccc2C2CC=NN12)C1CCS(=O)(=O)C1 (stereo not drawn)	-6.7%	1.2	-1.8%	7.4%	-3.1%	0.4%	i	0.5	-1.5%	0.7%
CCNc1cc(N2CCOCC2)nc(SC)n1	-2.6%	0.9	6.8%	7.9%	-1.6%	2.2%	i	0.2	-2.6%	-2.6%
O=C(/C=C/c1ccc(F)cc1)NC(=S)N1CCN(c2ccccn2)CC1	/	/	/	10.8%	4.5%	0.5%	i	0.4	/	/
O=C(c1ccc(COc2ccc(F)cc2)o1)n1cccn1	-3.1%	1	-7.4%	6.3%	14.1%	-0.5%	i	0.6	4.0%	-3.8%
CC(CCc1ccccc1)N1CCN(Cc2ccccc2)CC1 (stereo not drawn)	-1.6%	1.1	-9.5%	8.4%	10.1%	-7.8%	i	0.2	0.8%	-10.9%
O=C(NCCO)c1cccc(S(=O)(=O)N2CCCCC2)c1	-0.5%	1.1	-0.4%	3.9%	-3.1%	-6.7%	i	14.4	-1.5%	-0.7%

3 of the entries above in order of the human PMI inhibitors value, highest first:
SMILES	human PMI inhibitors
CCN(C(=O)CSC1=Nc2ccccc2C2CC=NN12)C1CCS(=O)(=O)C1 (stereo not drawn)	0.7%
O=C(NCCO)c1cccc(S(=O)(=O)N2CCCCC2)c1	-0.7%
CCCCn1c(SCC(=O)N2CC(C)CC(C)C2)nc2cc(S(N)(=O)=O)ccc21 (stereo not drawn)	-8.4%

Returning to the listing; the four compounds before the break are reprinted first.
SMILES	XIAP antagonists	TNAP activators	PMI inhibitors	M1AAP inhibition	P. falciparum M17LAP	LYP phosphatase	Myeloid diff MLP	Myeloid diff MLP GFP+ MAC1+ %	ER stress rescue	human PMI inhibitors
O=C(/C=C/c1ccc(F)cc1)NC(=S)N1CCN(c2ccccn2)CC1	/	/	/	10.8%	4.5%	0.5%	i	0.4	/	/
O=C(c1ccc(COc2ccc(F)cc2)o1)n1cccn1	-3.1%	1	-7.4%	6.3%	14.1%	-0.5%	i	0.6	4.0%	-3.8%
CC(CCc1ccccc1)N1CCN(Cc2ccccc2)CC1 (stereo not drawn)	-1.6%	1.1	-9.5%	8.4%	10.1%	-7.8%	i	0.2	0.8%	-10.9%
O=C(NCCO)c1cccc(S(=O)(=O)N2CCCCC2)c1	-0.5%	1.1	-0.4%	3.9%	-3.1%	-6.7%	i	14.4	-1.5%	-0.7%
CCC(=O)Nc1cccc(NC(=O)CSc2nnnn2Cc2ccccc2)c1	-20.4%	1	8.9%	3.4%	13.6%	-3.5%	i	0.6	-0.9%	14.1%
COc1ccc(CNC(=O)CCN2C(=S)NC(C)(C)CC2C)cc1 (stereo not drawn)	-2.4%	1.1	-9.1%	0.1%	-5.4%	-1.6%	i	0.4	-0.2%	-1.2%
COCCCNC(=O)C(=O)N/N=C/c1cc2c(cc1Br)OCO2	-3.0%	1	11.8%	2.9%	4.7%	0.1%	i	0.3	0.5%	2.4%
COc1cc(CC(NC(C)=O)C(=O)NC2CCN(C(=O)Nc3ccccc3Cl)CC2)cc(OC)c1 (stereo not drawn)	-9.4%	1.1	-6.9%	-2.7%	-4.2%	2.0%	i	0.9	1.9%	-9.4%
CCCC[n+]1ccn(C2=C([O-])c3ccccc3C(=O)/C2=N\S(=O)(=O)c2ccc(Br)cc2)c1	-2.6%	0.9	-4.7%	1.0%	17.3%	-2.6%	i	1.6	-2.7%	36.3%
CCOC(=O)C1CCCN(c2ccc(NC(=O)c3snc4c(=O)[nH]cnc34)cc2)C1 (stereo not drawn)	-1.9%	1.1	-3.7%	0.9%	9.8%	-8.1%	i	0.0	2.5%	-7.0%
COCCCNC(=O)c1cc(OC)c(OC)c(OC)c1	-6.4%	1.1	-2.7%	4.0%	9.6%	-12.8%	i	1.4	2.3%	-7.2%
CCOC(=O)c1c(NC(=O)Cn2nnc(-c3ccc(Cl)cc3)n2)sc(C)c1C	-1.4%	1	5.3%	7.5%	2.1%	-4.8%	i	0.8	-1.3%	5.7%
CN(C(=O)c1ccncc1)c1nnc(-c2cnccn2)s1	-3.3%	1.1	2.1%	4.4%	-5.9%	4.7%	i	0.4	-2.8%	-1.0%
CCOC(=O)N1CCC2(CC1)C(C#N)=C(N)OC1=C2C(=O)CC(C)C1 (stereo not drawn)	-0.8%	1.1	-4.6%	1.6%	-8.0%	-9.0%	i	0.6	-0.4%	-1.2%
CC(NS(C)(=O)=O)C(c1cccs1)N1CCN(c2ccc(F)cc2)CC1 (stereo not drawn)	-1.2%	1	16.6%	0.8%	-7.2%	5.8%	i	5.9	-2.4%	12.9%
Cc1cc(C)cc(Nc2ncc3c(n2)CCCC3=O)c1	7.0%	1.1	4.4%	4.5%	12.1%	-2.4%	i	0.4	-2.3%	8.9%
Cc1cc(C(=O)COC(=O)c2ccc(O)cc2)c(C)n1-c1ccccc1F	-5.5%	1.2	15.6%	2.2%	8.8%	1.7%	i	0.4	1.2%	18.1%
CC(C)C(=O)Nc1ccc(Cc2ccc(NC(=O)C(C)C)c(O)c2)cc1O	-6.9%	1.1	-4.5%	0.6%	3.4%	-6.6%	i	1.2	-1.3%	-4.1%
O=C(Nc1cccnc1)c1cc(-c2ccco2)on1	-22.5%	1.1	26.2%	-5.7%	-7.0%	-5.2%	i	12.9	-1.6%	18.9%
O=C(Nc1ccc(Cl)cc1)c1cc2c(cc1O)[nH]c1ccccc12	/	/	/	5.4%	9.3%	0.4%	i	1.2	/	/
Cc1cccc(C)c1N1C(=O)CC(N(O)c2ccccc2)C1=O (stereo not drawn)	-8.0%	1.1	5.2%	3.2%	8.1%	-6.9%	i	0.0	0.1%	-4.5%
Cc1sc2ncnc(SCC(=O)NNC(=O)c3ccco3)c2c1C	-7.3%	2.3	-2.9%	-0.2%	36.8%	2.1%	i	0.2	-0.4%	-2.4%
COc1ccc(/C=N/NC(=O)c2nc(-c3ccccc3)cc(-c3ccccc3)n2)cc1	-0.3%	1.1	10.0%	1.7%	-5.2%	1.0%	i	0.6	0.2%	9.9%
COCCOC(=O)c1ccc(NC(=O)COc2ccc([N+](=O)[O-])cc2)cc1	-12.2%	1	-13.5%	1.2%	-2.8%	2.4%	i	0.2	/	-12.8%
CC(C)Cc1cc(C(=O)Nc2cccc(O)c2)no1	/	/	/	2.6%	4.1%	-3.8%	i	0.5	/	/
Cc1nc(-n2cc(F)c(=O)[nH]c2=O)c2nc(C)oc2n1	-2.6%	1	8.4%	1.5%	1.4%	-5.0%	i	0.5	-3.0%	7.8%
CCOc1ccc(C2=NNC(c3cccs3)=Nc3ccc(OC)cc32)cc1OCC	-5.5%	1.1	13.5%	8.9%	-12.3%	6.6%	i	2.4	0.3%	15.2%
O=C(NNC(=S)Nc1ccccc1Cl)C1CC1	-2.4%	1.9	7.2%	-3.8%	5.9%	0.3%	i	0.5	-2.1%	8.3%
CCNC(=S)N=Nc1c(O)n(Cc2ccc(Cl)cc2)c2ccccc12	-10.0%	0.9	12.6%	11.9%	11.3%	4.5%	i	0.2	-0.3%	17.1%
c1ccc(C2(c3ccccc3)OCC(Cn3cncn3)O2)cc1 (stereo not drawn)	-3.3%	0.9	-7.6%	-2.3%	6.6%	-3.0%	i	0.5	0.6%	6.2%
CCOC(=O)c1c(C)c(C(=O)NCCCN2CCCC2=O)c(C)n1CC	-1.5%	1.1	1.7%	10.7%	-13.7%	-1.5%	i	0.9	-1.4%	-3.1%
CCc1ccc(-c2nc(CN3CCC(C(=O)NCCN(CC)c4ccccc4)CC3)c(C)o2)cc1	-4.9%	2.8	-1.9%	10.6%	-3.1%	-5.1%	i	4.3	-0.7%	10.9%
O=[N+]([O-])c1cc(S(=O)(=O)Nc2ccccc2)ccc1NCc1cccnc1	-4.3%	1	2.0%	6.7%	4.3%	-7.4%	i	1.0	-0.2%	-2.4%
COc1ccc(C(CCNCc2ccc(OC(C)C)cc2)C(C)C)cc1 (stereo not drawn)	/	/	/	0.2%	4.4%	-2.7%	i	0.1	/	/
COc1cccc(-n2nnc3c(=O)n(Cc4cccc(F)c4)cnc32)c1	-6.9%	1.1	2.4%	-2.8%	-12.2%	-4.2%	i	5.3	2.7%	1.8%

Compound activity: PubChem BioAssay, several laboratories

Compounds were not picked by outcome. Share with any hit: about 2.7%.
